RAD52 inh = inhibitors of human RAD52 DNA annealing | hit rate 0.46% among 360,000 | AID 651710 | inhibition, % at 18.7 µM | P43351 | recombinant RAD52 DNA annealing, FRET fluorescence;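 active = every replicate showing at least 50% inhibition; inconclusive = mean inhibition at least 50% but not in every replicate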
Xi reactivation = activators of X-chromosome reactivation in mouse fibroblasts. XiGFP mouse fibroblasts, % GFP-positive cells imaging, 3 d; cells co-treated with 5-aza-dC sensitizer; scaled so ellipticine positive control = 100%. activation, % at 7.58 µM. hit rate 0.055% among 360,000. AID 743238;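 active = mean normalized replicate activation at least 10% and every replicate at or above 10%; inconclusive = only one of the two criteria met; inactive = mean below 10% and not all replicates reach 10%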;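 also: 0% = median of on-plate neutral control wells and 100% = ellipticine 6 µM median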
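Assay system: SV40-immortalized XiGFP fibroblast cells, line 68-5-11; buffer or medium: DMEM plus 5-aza-dC sensitizer; compound: one concentration, pinned; timing: compounds 3 days, fix/stain 15 min at room temperature; benchmarks: positive control ellipticine, 6 µM final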
FN deposit inh = fibronectin deposition inhibition; AH1F fibroblasts, Alexa488-fibronectin deposition fluorescence, overnight; hit rate 0.086% among 350,000; inhibition, % at 12.6 µM;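 active = mean inhibition across replicates of 30% or more, regardless of how many single replicates reach that level; inconclusive = mean under 30% yet at least half of replicates reach 30%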;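 also: positive control wells lacked labelled fibronectin entirely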
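material = AH1F fibroblast monolayer depositing Alexa488-labelled fibronectin into matrix | amount = 10000 AH1F cells/well | buffer or medium = DMEM plus 2% serum, read in PBS | incubation = 1 h cell adhesion before compound, then overnight fibronectin incubation | detection = fluorescence at 485 nm excitation, 525 nm emission | evaluation = percent inhibition as loss of matrix-bound fibronectin fluorescence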
EWS-Fli block = inhibitors of EWS/Fli oncoprotein transcriptional activity | hit rate 0.67% among 350,000 | A673 NR0B1-luciferase reporter, viability-normalised | AID 651661 | inhibition, % at 12.6 µM;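 active = mean inhibition of at least 50% after viability correction, with every replicate also passing that limit; inconclusive = mean reaches 50% but only one of two replicates passes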;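 also: firefly luciferase signal divided by Alamar Blue viability fluorescence both relative to DMSO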
S100A4 inh HTS = blocks human S100A4 binding to myosin IIA peptide | inhibition, % at 10.7 µM | S100A4/TAMRA-MyoIIA peptide fluorescence polarization | hit rate 0.14% among 360,000;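 active = mean inhibition of at least 70% across replicates, with every replicate also reaching that level; inconclusive = mean inhibition reaches 70% but some replicates fall short; inactive = mean inhibition below 70%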
Target sequence (P26447 whole entry, looked up): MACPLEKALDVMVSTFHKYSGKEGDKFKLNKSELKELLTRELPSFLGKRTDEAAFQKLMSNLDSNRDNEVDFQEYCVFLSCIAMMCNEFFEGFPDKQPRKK
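incubation = readout 5 min after mixing, signal stable up to 60 min | system = S100A4 monomer protein | buffer or medium = HEPES pH 7.2 with CaCl2, KCl, NaCl, DTT, Triton | benchmarks = neutral control DMSO, positive control TFP | also added = fluorescent myosin IIA peptide, 5 nM | compound dosing = one concentration per compound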
esBAF inh = blocks esBAF chromatin remodeling in mouse ES cells. AID 602393. hit rate 2% among 350,000. reporter increase, % at 12.5 µM. Bmi1-luciferase knock-in reporter, 24 h; 100% = twice the neutral-well signal; in the data active = activation above about 40%; inconclusive = no clear call, values can overlap the other calls;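 also: 0% = median of the plate's neutral control wells and 100% = double that signal; a rise in the Bmi1 reporter signal indicates esBAF inhibition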
RAD54 branch = blocks human RAD54 Holliday junction branch migration; Q92698; FAM/BHQ fluorescence; inhibition, % at 10.4 µM; hit rate 0.14% among 360,000;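 active = mean normalized replicate activity at least 40 and at least half of replicates scoring 40 or more; inconclusive = only one of the two criteria met; inactive = mean below 40 and under half of replicates reaching 40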;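 also: 0% = median of neutral control wells and 100% = median of positive control wells; inhibitors cause a drop in the FAM fluorescence signal; in these data hits start at about 50%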
Target sequence (Q92698 whole entry, looked up): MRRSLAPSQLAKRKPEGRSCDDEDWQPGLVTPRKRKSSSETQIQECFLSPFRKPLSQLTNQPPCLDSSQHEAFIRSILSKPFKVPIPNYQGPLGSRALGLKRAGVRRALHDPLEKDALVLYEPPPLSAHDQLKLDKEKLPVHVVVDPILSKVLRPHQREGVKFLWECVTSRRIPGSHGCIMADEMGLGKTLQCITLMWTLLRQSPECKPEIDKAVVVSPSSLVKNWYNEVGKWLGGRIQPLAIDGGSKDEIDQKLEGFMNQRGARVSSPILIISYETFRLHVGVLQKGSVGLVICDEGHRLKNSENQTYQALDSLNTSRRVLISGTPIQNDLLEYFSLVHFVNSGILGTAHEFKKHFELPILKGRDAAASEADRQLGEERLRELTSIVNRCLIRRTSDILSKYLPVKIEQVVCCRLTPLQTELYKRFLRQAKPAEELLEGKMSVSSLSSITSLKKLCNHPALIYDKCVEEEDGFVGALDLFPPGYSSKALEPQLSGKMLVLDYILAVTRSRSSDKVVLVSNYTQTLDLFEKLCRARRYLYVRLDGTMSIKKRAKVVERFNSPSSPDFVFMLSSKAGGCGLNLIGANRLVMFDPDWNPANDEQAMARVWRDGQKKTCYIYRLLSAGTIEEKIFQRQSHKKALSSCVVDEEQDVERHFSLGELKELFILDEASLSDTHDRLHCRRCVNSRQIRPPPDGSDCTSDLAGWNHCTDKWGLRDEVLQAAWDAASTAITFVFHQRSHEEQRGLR
E-sel inducer = E-selectin induction on HUVECs. activation, % at 7.58 µM. HUVEC E-selectin immunofluorescence imaging; normalized: neutral wells 0, TNF-alpha wells 100. hit rate 0.37% among 260,000. AID 686992;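 active = mean E-selectin-positive cell signal at least 10% of the positive control, reached in at least 60% of replicates, without over 20% cell loss; inconclusive = no rule given, readout overlaps actives, possibly toxicity-flagged; inactive = the rest, including those meeting only one limit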;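 also: in these data hits start at about 27%; measured in HUVEC primary endothelial cells; signal is the percent of cells scored E-selectin positive by PE staining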
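Material: HUVEC primary endothelial cells; Amount: 3,000 cells per well; Dosing: single concentration; Medium: EGM-2 growth medium on 0.1% gelatin-coated wells; Read-out basis: percent E-selectin-positive cells; Signal: immunofluorescence imaging; Control set: TNF-alpha, DMSO.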
Active calls of the source: *; ? = inconclusive; / = not tested or not shown; & = joins results of further samples. Compounds were not picked by outcome; overall some 3% were active at least once.

SMILES | RAD52 inh | Xi reactivation | FN deposit inh | EWS-Fli block | S100A4 inh HTS | esBAF inh | RAD54 branch | E-sel inducer
CCCC(=O)Nc1ccc2c(c1)C(=O)N(C)C[C@@H](OC)[C@H](C)CN(Cc1ccc(F)cc1)[C@H](C)CO2 | / | 0.4 | -2 | 7 | / | -1 | / | -0.2
Nc1ccn([C@@H]2O[C@H](CO)[C@@H](O)[C@@H]2O)c(=O)n1 | -2 | 1.0 | -3&3 | 43 | -3&-13 | -44 | -1 | 1.5
CO[C@@H]1CC[C@H]2CCN(C)C(=O)C[C@H](c3ccccc3)CN(C)C(=O)c3cc(C#N)ccc3OC[C@@H]1O2 | 5 | 0.0 | -9 | 5 | -8 | 6 | -5 | 0.1
COc1ccc2c3c([nH]c2c1)[C@H](CO)N(C(=O)NC(C)C)CC31CCN(C(=O)NC2CCCC2)CC1 | 18 | 0.0 | / | -2 | 1 | / | / | -0.4
CC(C)OC(=O)Cn1cc(C#N)c2ccccc21 | 7 | 0.0 | 2 | 0 | -2 | / | / | /
O=C(NCc1ccccc1CN1CCCC1)c1cccc(N2CCCC2=O)c1 | -37 | 0.3 | 11 | 5 | 2 | -4 | -5 | -0.9
COc1ccc(S(=O)(=O)N/N=C(/C)c2ccncc2)c(OC)c1 | -10 | 0.3 | -2 | 4 | -1 | 1 | -2 | -1.6
CN(CC(=O)O)c1ccc(S(=O)(=O)N2CCOCC2)cc1[N+](=O)[O-] | -13 | 0.1 | 15 | 4 | -5 | / | / | /
COCCCNC(=O)Cn1c(=O)n(CCCCCC(=O)NCc2ccc3c(c2)OCO3)c(=O)c2sccc21 | 5 | 1.5 | -4 | 13 | -1 | 2 | / | /
O=C(CC(=O)N/N=C/c1ccc(O)cc1)N/N=C/c1ccc(O)cc1 | -11 | 0.0 | -3 | 1 | 0 | -5 | 2 | 4.5
O=C(Nc1nccs1)[C@@H]1[C@@H](CO)[C@@H]2Cn3c(cccc3=O)[C@@H]2N1C(=O)C1CCCCC1 | -22 | 0.2 | / | -3 | -28 | 0 | -13 | -0.2
Cc1cc(C(=O)Nc2cccc3c2O[C@@H](CN(C)Cc2ccc(C(F)(F)F)cc2)[C@@H](C)CN([C@@H](C)CO)C3=O)n(C)n1 | -5 | 0.0 | / | 17 | -5 | -4 | -8 | -12
O=C(Cn1cc(C(=O)C(=O)N2CCOCC2)c2ccccc21)Nc1cccc(C(F)(F)F)c1 | -8 | 0.1 | 3 | 14 | -1 | -6 | -4 | -0.1
Clc1ccc(SCc2csc(N3CCOCC3)n2)cc1 | -8 | 0.1 | -8 | -59 | -22 | / | / | /
S=C(NCCc1ccccc1)N1CCN(C(=S)NCCc2ccccc2)CC1 | -8 | 0.0 | / | 3 | 2 | -2 | -2 | /
Cc1ccc(S(=O)(=O)Nc2ccc3c(c2)C(=O)N([C@H](C)CO)C[C@@H](C)[C@H](CN(C)Cc2ccc(Oc4ccccc4)cc2)O3)cc1 | / | -0.7 | / | 25 | / | 3 | / | 0.6
O=c1cc(O)c2ccccc2n1Cc1ccccc1Cl | -28 | 0.2 | 11 | 5 | 6 | 10 | 1 | 2.1
C[C@@H]1CN([C@@H](C)CO)C(=O)c2cc(NC(=O)c3ccncc3)ccc2O[C@@H](C)CCCCO[C@@H]1CN(C)C(=O)Cc1ccccc1 | -17&2 | 0.0&0.0 | 1 | -7&-2 | -9&-7 | 2&-2 | -3&-3 | -0.2
CC1(C)CC(NC(=O)Cc2ccccc2)CC(C)(C)N1 | -13 | 0.0 | -12 | 8 | 5 | -7 | -3 | /
CCOC(=O)C1=CCN(S(=O)(=O)c2ccccc2Br)C1c1ccc(Br)cc1 (stereo unspecified) | 5 | 0.0 | -5 | 1 | 17 | -6 | -3 | -0.1
Cc1nn(-c2ccccc2)c(C)c1C(=O)N1CCN(S(=O)(=O)c2ccccc2)CC1 | -2 | -0.1 | 0 | 2 | -1 | -2 | 2 | /
CCCN(C)C[C@H]1Oc2cc(-c3cccc(C#N)c3)ccc2S(=O)(=O)N([C@H](C)CO)C[C@H]1C | 11 | -1.2 | 11 | 12 | 2 | -1 | -16 | -0.3
COc1ccc(CCNC(=O)c2ccc3c(c2)SC2=NS(=O)(=O)CCN23)cc1 | -14 | 0.0 | 6 | 2 | -1 | / | -1 | 6.2
Cc1ccc(N2C(=O)C3C4C=CC(CC4)C3C2=O)cc1Cl (stereo unspecified) | -13 | 0.1 | 3 | 2 | -13 | -10 | -1 | /
CN(C(=O)c1ccc(NC(=O)Cc2ccc(NC(=O)C3CCN(C(=O)C4CCCCC4)CC3)cc2)cc1)C1CCCC1 | 5 | 0.3 | -1 | -15 | 13 | 0 | 8 | -0.1

Single records, from the list above. Order of screens: RAD52 inh | Xi reactivation | FN deposit inh | EWS-Fli block | S100A4 inh HTS | esBAF inh | RAD54 branch | E-sel inducer
C[C@@H]1CN([C@@H](C)CO)C(=O)c2cc(NC(=O)c3ccncc3)ccc2O[C@@H](C)CCCCO[C@@H]1CN(C)C(=O)Cc1ccccc1 as listed: -17&2 | 0.0&0.0 | 1 | -7&-2 | -9&-7 | 2&-2 | -3&-3 | -0.2
O=C(CC(=O)N/N=C/c1ccc(O)cc1)N/N=C/c1ccc(O)cc1 as listed: -11 | 0.0 | -3 | 1 | 0 | -5 | 2 | 4.5

Additional results follow.
SMILES | RAD52 inh | Xi reactivation | FN deposit inh | EWS-Fli block | S100A4 inh HTS | esBAF inh | RAD54 branch | E-sel inducer
OC(CN1CCC(Cc2ccccc2)CC1)C(F)(F)F (stereo unspecified) | -11 | 0.2 | -8 | 9 | -12 | 2 | 9 | /
CCCNC(=O)C[C@H]1CC[C@H]2[C@@H](COc3ccc(NC(=O)c4cccc(Cl)c4)cc3C(=O)N2C)O1 | -4 | 0.2 | -7 | -2 | 1 | / | / | 0.3
CCOC(=O)C1C(C(=O)NN)C1C(=O)Nc1ccccc1 (stereo unspecified) | -3 | 0.0 | 25 | 4 | 2 | 3 | -10 | /
C[C@H]1CN([C@@H](C)CO)C(=O)CCCn2nncc2CO[C@@H]1CN(C)Cc1ccc(-c2ccccc2)cc1 | 11&2 | 0.2&0.0 | 20&0 | 7&15 | 1&-4 | -6&-1 | -2&-3 | 0.0
COc1ccccc1CN1CC2(C1)[C@H](c1ccccc1)[C@@H](CO)N2Cc1ccccc1 | -71 | 0.0 | / | 4 | 44 | / | / | -0.1
COCC(=O)Nc1ccc2c(c1)[C@H]1C[C@@H](CC(=O)N3CCCCC3)O[C@H](CO)[C@H]1O2 | / | 0.0 | -19 | 2 | / | -2 | -12 | -0.2
COc1ccc(NC(=O)Nc2ccc3c(c2)[C@@H]2C[C@@H](CC(=O)N4CCN(C)CC4)O[C@@H](CO)[C@@H]2O3)cc1 | 20 | 0.0 | / | 4 | 7 | 0 | 11 | 0.0
C[C@@H]1CN([C@@H](C)CO)C(=O)c2cc(-c3cccnc3)cnc2O[C@H]1CN(C)C(=O)C1CCOCC1 | 9 | -1.3 | / | -5 | ? | -1 | -2 | 0.0
CC(=O)Nc1ccc(NS(=O)(=O)c2ccccc2)c2ccccc12 | -22 | 0.0 | 21 | 9 | -2 | -6 | -1 | /
O=C(C[C@@H]1CC[C@@H](NC(=O)c2cccnc2)[C@@H](CO)O1)NCc1ccc(Cl)c(Cl)c1 | 7 | 0.8 | -2 | -5 | 3 | 4 | -11 | -0.2
CC(C)c1cccc(C(C)C)c1NC(=O)CCl | -4 | 0.0 | 1 | 14 | 2 | / | / | 0.3
CC1=C/C(=C(/c2cc(C)c(O)c(Br)c2)c2ccccc2S(=O)(=O)O)C=C(Br)C1=O | -41 | 0.0 | -1 | -32 | -19 | -43 | -3 | /
COc1ccc2c3c([nH]c2c1)[C@@H](CO)N(Cc1cccc(F)c1)CC31CN(Cc2ccccn2)C1 | -36 | 0.2 | / | 14 | -1 | / | / | -0.2
C[C@@H]1CCCCO[C@@H](CN(C)C(=O)Nc2cccc3ccccc23)[C@H](C)CN([C@@H](C)CO)C(=O)c2cc(NC(=O)Nc3ccc(C(F)(F)F)cc3)ccc2O1 | 18 | 0.8 | / | 5 | 3 | 4 | 6 | 0.0
Cc1ccccc1C(=O)NC1CCSC1=O (stereo unspecified) | -1 | 0.4 | 4 | 5 | -4 | -2 | -2 | -0.2
O=C(O)C1CCCCC1C(=O)NCc1ccncc1 (stereo unspecified) | / | -0.1 | 7 | / | / | 0 | -8 | /
O=C(NC1=NCCS1)c1cccc(N2C(=O)c3ccccc3C2=O)c1 | -7 | 0.4 | -5 | -11 | -6 | / | / | 0.4
CC(=O)N1c2ccc(S(=O)(=O)NCC3CCC(C(=O)N4CCC(C)CC4)CC3)cc2CC1C (stereo unspecified) | 2 | 0.0 | 2 | 6 | -1 | 8 | -1 | /
C[C@H](CO)N1C[C@H](C)[C@H](CN(C)Cc2ccncc2)Oc2c(NC(=O)Nc3ccc(F)cc3)cccc2C1=O | 3 | -0.1 | / | 11 | -2 | -2 | -8 | 105*
COC(=O)c1ccc(COc2ccccc2/C=C(\C#N)C(=O)NC(C)C)cc1 | -9 | 0.0 | -4 | 1 | -8 | / | / | /
CCNC(=O)C[C@@H]1CC[C@@H]2[C@@H](COc3ccc(NC(=O)Nc4ccccc4C)cc3C(=O)N2C)O1 | 4 | 0.1 | -1 | 3 | -1 | 2 | -8 | 0.1
Nc1nc2ncccn2c1-c1ccccc1 | -5 | 0.2 | -8 | -1 | -19 | / | / | -5.4
NS(=O)(=O)c1cc(C(=O)OCC(=O)c2ccccc2)c(Cl)cc1Cl | -19 | 0.1 | 3 | 4 | -3 | / | / | /
COc1cccc(C2c3cc4c(cc3OC(N3CCCC3)C2C)OCO4)c1O (stereo unspecified) | 3 | -0.1 | 11 | 13 | -1 | / | / | 0.0
O=C(Nc1cc(-c2ccccc2)cs1)c1ccco1 | -19 | 0.0 | -4 | -102 | -13 | 67* | 8 | /
COc1ccc(CCNC(=O)COc2cc(=O)n(C)c3ccccc23)cc1OC | -8 | 0.0 | -6 | 8 | 3 | / | / | /
CCc1nc2ccc(C(=O)N3CCN(C(=O)c4ccco4)CC3)cn2c1N(CC)CCOC | -5 | 0.0 | 1 | -2 | -10 | -7 | 11 | 5.3

Of the compounds above, 3 contain two or more sulfur atoms.
SMILES | RAD52 inh | Xi reactivation | FN deposit inh | EWS-Fli block | S100A4 inh HTS | esBAF inh | RAD54 branch | E-sel inducer
Clc1ccc(SCc2csc(N3CCOCC3)n2)cc1 | -8 | 0.1 | -8 | -59 | -22 | / | / | /
S=C(NCCc1ccccc1)N1CCN(C(=S)NCCc2ccccc2)CC1 | -8 | 0.0 | / | 3 | 2 | -2 | -2 | /
COc1ccc(CCNC(=O)c2ccc3c(c2)SC2=NS(=O)(=O)CCN23)cc1 | -14 | 0.0 | 6 | 2 | -1 | / | -1 | 6.2

Screening results as filed in PubChem.
